CHX counter – counter-screen for Shiga toxin inhibitors: cycloheximide protein synthesis inhibition. AID 2314. cell reporter, cycloheximide protein synthesis inhibition counterscreen. max response, %. 300,000 compounds, 12% hits; in the data active means max response mostly above about 13%, no sharp cut-off; inactive means mostly below about 14%; further: read at 38.3 µM for the half of the compounds with a filed dose; 0% is about no effect
AMA1-RON2 inh – AMA1-RON2 (P. falciparum) interaction inhibition; 360,000 compounds, 0.2% hits; Potency, µM (series often up to 58.2 µM), without a hit: at the highest dose activity change, negative = inhibition, most hits filed as inhibitors; AID 720542; AlphaScreen AMA1-biotinylated RON2 peptide binding;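 further: potency means the concentration at half of the fitted maximal effect; 0% = vehicle wells and -100% = peptide control; nearly all actives have a fitted effect of over 45% in size; some results filed as inactive show a strong effect at the top dose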
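AMA1 (3D7) with his tag at 25 nM final met compounds first, then biotinylated RON2 peptide at 25 nM; detection used donor plus acceptor beads, 10 µg/mL apiece, read by AlphaScreen after 30 min at room temperature.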
HCMV inh – human cytomegalovirus inhibition; AID 1259415; HFF cells, HCMV-luciferase reporter, 72 h; hits give low values; 410,000 compounds, 4.5% hits; activity change, negative = inhibition, % at 57.5 µM; in the data active means activity change below about -60%; inconclusive means no clear call, values can overlap the other calls; inactive means above about -39%; further: on the % scale 0 is the no-effect control and ±100 the full control effect
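Screen run at 2 compound doses on HFFs infected with reporter HCMV, MOI 1 PFU/cell. Luciferase activity from cell lysates at 72 h post infection gave inhibition relative to buffer-only and Salinomycin wells.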
AmpC no deterg – inhibitors of E. coli AmpC beta-lactamase without detergent | P00811 | AmpC nitrocefin hydrolysis, absorbance 480 nm, 0.0001% Triton | Potency, µM (doses to about 57.1 µM), inactives show at the top dose activity change, negative = inhibition, usual class: inhibitors | 330,000 compounds, 0.52% hits;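 further: potency means the concentration at half of the fitted maximal effect; plate controls were no compound for no effect and no enzyme for full effect; nearly all actives have a fitted effect of over 20% in size; some results filed as inactive show a strong effect at the top dose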
Target sequence (P00811 whole entry, looked up): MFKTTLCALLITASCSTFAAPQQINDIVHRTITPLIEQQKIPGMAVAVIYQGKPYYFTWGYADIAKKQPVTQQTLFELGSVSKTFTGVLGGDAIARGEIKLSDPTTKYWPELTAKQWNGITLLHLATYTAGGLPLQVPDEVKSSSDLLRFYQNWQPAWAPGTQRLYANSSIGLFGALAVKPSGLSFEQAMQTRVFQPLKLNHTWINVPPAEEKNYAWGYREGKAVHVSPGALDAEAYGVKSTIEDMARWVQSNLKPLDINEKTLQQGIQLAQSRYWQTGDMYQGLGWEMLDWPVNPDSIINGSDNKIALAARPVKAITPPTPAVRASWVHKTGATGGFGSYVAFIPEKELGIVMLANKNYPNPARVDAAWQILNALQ
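20 mM phosphate pH 7.0 + 0.01% (detergent screen) or 0.0001% Triton X-100; 5.3 nM AmpC reagent; cpd preinc 15 min RT; nitrocefin (800 uM stock) to start; A480 q20 s × 4 min; Activity was normalised to no-enzyme and no-compound control wells.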
Shiga inhibitor – Shiga toxin inhibition | 290,000 compounds, 9.2% hits | AID 2315 | inhibition, % at 38.7 µM | Vero cells, Shiga toxin protein synthesis inhibition reporter; in the data active means inhibition mostly above about 28%, no sharp cut-off; inactive means mostly below about 43%; further: 0% is about no effect
AmpC inh detg – blocks E. coli AmpC beta-lactamase in detergent assay; 370,000 compounds, 0.041% hits; Potency, µM (highest dose often 114 µM), for the others: at the highest dose activity change, negative = inhibition, usual class: inhibitors; AmpC hydrolysis of nitrocefin, absorbance 480 nm, 0.01% Triton;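 further: potency means the concentration at half of the fitted maximal effect; 0% = no-compound wells and -100% = no-enzyme wells; nearly all actives have a fitted effect of over 25% in size; some results filed as inactive show a strong effect at the top dose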
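AmpC (5.3 nM in the dispensed reagent) in 20 mM phosphate pH 7.0 with 0.01% (detergent screen) or 0.0001% Triton X-100 was preincubated with compounds for 15 min at room temperature. Nitrocefin was then added from an 800 uM solution, and hydrolysis was followed at 480 nm.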
Giardia FBPA inh – inhibitors of Giardia lamblia fructose-1,6-bisphosphate aldolase | 290,000 compounds, 0.71% hits | purified Giardia FBPA | Potency, µM (titrated, usually from 59.6 µM), inactives show at the highest dose activity, negative = inhibition, usual class: inhibitors | A8B2U2; further: potency means the concentration at half of the fitted maximal effect; on the % scale 0 is the no-effect control and ±100 the full control effect; nearly all actives have a fitted effect of over 55% in size
Target sequence (A8B2U2 whole entry, looked up): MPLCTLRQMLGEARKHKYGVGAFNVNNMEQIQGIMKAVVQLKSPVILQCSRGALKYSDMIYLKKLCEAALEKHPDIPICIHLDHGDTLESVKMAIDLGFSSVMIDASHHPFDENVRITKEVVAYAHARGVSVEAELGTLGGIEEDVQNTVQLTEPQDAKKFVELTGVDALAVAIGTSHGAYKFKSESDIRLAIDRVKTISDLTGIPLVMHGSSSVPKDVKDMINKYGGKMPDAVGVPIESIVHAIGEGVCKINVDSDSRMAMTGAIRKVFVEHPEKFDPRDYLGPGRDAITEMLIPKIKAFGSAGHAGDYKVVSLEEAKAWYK
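40 nM FBPA preincubated 10 min at RT with compound (up to 57.5 uM final), then substrate plus GAPDH/TPI/NAD/arsenate coupling and diaphorase/resazurin added. Fluorescence read after 20 min at RT, 525/598 nm.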
* hit, by the source's call; ? = inconclusive; · = not tested or not shown; & = joins results of further samples; [ ] = dose if it differs, or a comment. Unless noted, the call rests on the fitted dose curve; in most records, active means well fitted curve in the direction sought with a large enough effect; inconclusive means small, poorly fitted or top-dose-only effect, or another doubt; inactive means no such curve, though single readings can be large; an effect the other way counts as inactive or inconclusive.

[1] O=C(COC(=O)CCCCCN=C1NS(=O)(=O)c2ccccc21)Nc1ccc(Cl)c(Cl)c1
[2] CCOC(=O)Cc1ccc2sc(-c3ccccc3)nc2c1
[3] CCOc1ccc(S(=O)(=O)N2CCC(C(=O)NC3CC3)CC2)cc1C
[4] O=C(c1cccnc1NCc1ccc(F)cc1)N1CCOCC1
[5] CCC(=O)N/N=C/c1ccc(-c2ccc([N+](=O)[O-])cc2)o1
[6] CCOc1ccc(NC(=O)CN(C)C(=O)CCCOc2ccc(Cl)c(C)c2)cc1OCC
[7] CCn1c(COc2cc(C)ccc2C(C)C)nnc1SCC(=O)Nc1nccs1
[8] COc1cc([N+](=O)[O-])cc(/C=N/NC(=O)CSc2ccccn2)c1O
Screen / compound no.	1	2	3	4	5	6	7	8
Giardia FBPA inh	0%	6%	-3%	3%	-2%	·	3%	-9%
HCMV inh	-37	14	?	2	-26	6	-18	0
AMA1-RON2 inh	4%	50%[activator]	0%	3%	11%	-12%	-2%	56%[activator]
AmpC inh detg	-14%	-3%	1%	-7%	-6%	-3%	-4%	-6%
AmpC no deterg	-9%	11%	48%	-5%	-11%	185%[activator]	-14%	-30%
CHX counter	-4	58*	-5	9	8	11	-1	-2
Shiga inhibitor	-4	31*	-13	2	-7	-22	-18	12

[9] O=S(=O)(c1ccccc1)N1CCN(C(=S)Nc2ccc(Br)cc2)CC1
[10] CN(CC(=O)Nc1ccccc1N1CCCC1)S(=O)(=O)c1ccc(F)cc1
[11] CN(C)c1ccc(/C=C2/SC(=O)N(CCN=C3NS(=O)(=O)c4ccccc43)C2=O)cc1
[12] OCCN1CCN(CC#CCC(c2ccccc2)c2ccccc2)CC1
[13] Cc1c(C(=O)OCC(=O)N2CC(=O)Nc3ccccc32)oc2ccccc12
[14] COc1ccccc1NC(=O)c1ccc(S(=O)(=O)N2CCOCC2)cc1
[15] O=S(=O)(c1cccc2nsnc12)N1CCN(C/C=C/c2ccccc2)CC1
[16] CCCOc1ccc(-c2c(C(=O)N/N=C/c3ccncc3)nnn2-c2nonc2N)cc1
Screen / compound no.	9	10	11	12	13	14	15	16
Giardia FBPA inh	·	·	-5%	5%	2%	-4%	4%	-3%
HCMV inh	-36	-15	24	12	-11	18	-28	-24
AMA1-RON2 inh	2%	64%[activator]	4%	-1%	3%	7%	-15%	20%
AmpC inh detg	-7%	-19%	2%	5%	1%	-3%	-10%	-5%
AmpC no deterg	-26%	-16%	-22%	85%[activator]	-18%	-15%	34%	4%
CHX counter	1	·	29*	-2	12	-2	-3	-7
Shiga inhibitor	-7	·	63*	-5	3	-16	-10	-8

[17] CC(C)(C)c1ccc(C(=O)NC(=S)N2CCCCCC2)cc1
[18] COCC1CCCN(Cc2cn(Cc3ccccc3)nc2-c2cc3ccccc3o2)C1 (stereo unspecified)
[19] COC(=O)C1=C(C)N(Cc2ccccc2)C(=NCCc2ccccn2)N[C@H]1c1cccc(F)c1
[20] COc1ccc(C)cc1NC(=O)C1CCCN(S(=O)(=O)c2cnc[nH]2)C1 (stereo unspecified)
[21] CCc1ccc(-c2nc(CN3CCC(C(=O)NCCN(CC)c4ccccc4)CC3)c(C)o2)cc1
[22] O=C(O)c1cc(S(=O)(=O)NCc2ccco2)c(Cl)cc1Cl
[23] C(=N\Nc1nc2ccccc2[nH]1)/c1cccc2cccnc12
[24] CC(C)n1c(SCC(=O)c2ccc3c(c2)OCCO3)nc2c1c(=O)n(C)c(=O)n2C
Screen / compound no.	17	18	19	20	21	22	23	24
Giardia FBPA inh	·	0%	-24%&-12%	0%	4%	2%	-27%	1%
HCMV inh	1	-78*	41	-61*	-32	-12	-101*	-19
AMA1-RON2 inh	80%[activator]	-3%	89%[activator]	-10%	-4%	16%	-4%	-8%
AmpC inh detg	-13%	4%	?	?	3%	-8%	-7%	-7%
AmpC no deterg	-27%	148%[activator]	52%&66%[activator]	-8%	170%[activator]	-17%	-40%	-11%
CHX counter	20*	-3	-3&-3	-1	-1	-5	47*	-1
Shiga inhibitor	35	-2	-7&3	-9	-6	-11	79*	24

[25] Cc1ccc(-c2noc(CCCC(=O)NC3CCCC3)n2)cc1
[26] CCOC(=O)c1cnc2c(-c3ccccc3OC)c(C)nn2c1C
[27] COc1ccc(S(=O)(=O)NCCSC(C)(C)C)cc1
[28] O=C(COC(=O)C1CCN(S(=O)(=O)c2ccc3c(c2)OCCO3)CC1)Nc1cc(C(F)(F)F)ccc1Cl
[29] C/C(=N\NC(=O)c1nn(C)cc1Br)c1cccc(NC(=O)C2CCCC2)c1
[30] CC(=O)NNC(=O)CN1C(=O)CN=C(c2ccccc2)c2cc(Br)ccc21
[31] Cc1cnc(C(=O)OCc2ccc(Br)cc2)cn1
[32] O=C(Nc1ccc(Br)cc1)c1ccccc1CC[N+](=O)[O-]
Screen / compound no.	25	26	27	28	29	30	31	32
Giardia FBPA inh	-9%	-3%	7%	2%	3%	0%	-7%	-6%
HCMV inh	-80*	-13	32	29	18	-32	-38	-12
AMA1-RON2 inh	13%	10%	-2%	-4%	14%	73%[activator]	4%	3%
AmpC inh detg	-4%	5%	4%	-13%	-13%	-6%	-9%	2%
AmpC no deterg	10%	50%	-17%	-18%	-18%	3%	-11%	?
CHX counter	-3	1	8	-2	65*	5	-6	-2
Shiga inhibitor	49	8	-10	-6	102*	-3	-4	42

[33] CCc1ccc(NC(=O)Cn2cnc3c(=O)n(C)c(=O)n(C)c32)cc1
[34] OCCCNc1nnc(-c2ccccc2)c2ccccc12
[35] CCOC(=O)N1CCN(C(=O)CCCn2c(=S)[nH]c3ccc(Br)cc3c2=O)CC1
[36] CCCCSc1nc(O)c(C2OC(=O)c3c2ccc(OC)c3OC)c(=O)n1C (stereo unspecified)
[37] O=C(c1ccc(COc2ccc(F)cc2)o1)n1cccn1
[38] O=C(N/N=C/C(Br)=C/c1ccccc1)c1cnccn1
[39] COc1ccc(S(=O)(=O)N=Nc2c(O)[nH]c3ccccc23)cc1
[40] CC(Oc1ccc(Cl)cc1)C(=O)N1CCN(C(=O)c2ccco2)CC1 (stereo unspecified)
Screen / compound no.	33	34	35	36	37	38	39	40
Giardia FBPA inh	3%	-5%	-15%	13%	0%	-2%	2%	·
HCMV inh	86	-9	6	22	-104*	-61*	84	-2
AMA1-RON2 inh	-6%	-11%	32%[activator]	11%	-6%	39%[activator]	0%	6%
AmpC inh detg	-1%	-1%	4%	-9%	-5%	2%	0%	-5%
AmpC no deterg	-20%	-32%	-9%	-9%	-25%	-13%	-33%	7%
CHX counter	-1	-8	9	-3	-1	50*	4	·
Shiga inhibitor	-4	-12	-6	-4	25	99*	11	·

[41] CN(C)/C=C1\N=C(c2cccnc2Oc2ccc(Cl)cc2)OC1=O
[42] COc1cccc(CNC(=O)c2csc3c2CCCC3)c1
[43] O=C(CN1C(=O)NC(Cc2ccccc2)C1=O)Nc1ccc(OC(F)F)cc1 (stereo unspecified)
[44] CC(C)(C)n1nc2c(c1NC(=O)Cc1cccc3ccccc13)CS(=O)C2 (stereo unspecified)
[45] CC(C)(CNc1ccc([N+](=O)[O-])cc1C#N)N1CCOCC1
[46] COc1cccc(-c2nc(-c3ccncc3)no2)c1
[47] CCC(C)NC(=O)NC(=O)CSc1nnc(-c2ccccc2F)n1C1CC1 (stereo unspecified)
[48] Nn1c(SCC(=O)N2CCCCCC2)nnc1-c1ccncc1
Screen / compound no.	41	42	43	44	45	46	47	48
Giardia FBPA inh	1%	·	·	-3%	13%	2%	-25%	5%
HCMV inh	-40	19	-8	23	-29	227	-15	-11
AMA1-RON2 inh	-10%	18%	-4%	6%	-12%	9%	2%	-6%
AmpC inh detg	-3%	-11%	0%	-2%	7%	3%	-6%	?
AmpC no deterg	0%	-35%	-11%	20%	-1%[11.4 µM]	12%	14%	-8%
CHX counter	-2	-2	·	-3	-1	35*	-4	-2
Shiga inhibitor	19	16	·	5	5	121*	-11	9

3 structures already listed, ordered by formula weight, rising:
[41] CN(C)/C=C1\N=C(c2cccnc2Oc2ccc(Cl)cc2)OC1=O
[43] O=C(CN1C(=O)NC(Cc2ccccc2)C1=O)Nc1ccc(OC(F)F)cc1 (stereo unspecified)
[47] CCC(C)NC(=O)NC(=O)CSc1nnc(-c2ccccc2F)n1C1CC1 (stereo unspecified)
Screen / compound no.	41	43	47
Giardia FBPA inh	1%	·	-25%
HCMV inh	-40	-8	-15
AMA1-RON2 inh	-10%	-4%	2%
AmpC inh detg	-3%	0%	-6%
AmpC no deterg	0%	-11%	14%
CHX counter	-2	·	-4
Shiga inhibitor	19	·	-11

The list goes on.
[49] CC(CN)(NS(=O)(=O)c1ccccc1)c1ccccc1 (stereo unspecified)
[50] CSc1ncccc1C(=O)OCCCC(=O)c1ccc(F)cc1
[51] COc1ccc(NC(=O)c2nnn(CC(=O)Nc3ccccc3OC)c2N)c(OC)c1
[52] O=C(OC(C(=O)NC1CCCCC1)c1ccc(C(F)(F)F)cc1)c1ccco1 (stereo unspecified)
[53] Cc1ccc(N=Cc2c(O)n(-c3nccs3)c(=O)c3ccccc23)c(C)c1
[54] CN(C(=O)CSc1ncnc2sc3c(c12)CCCC3)C1CCS(=O)(=O)C1 (stereo unspecified)
[55] COCc1cc(C)nc(OCC(=O)N/N=C/c2cc(C)n(-c3c(C)cccc3C)c2C)c1C#N
[56] Cc1ccc(C(=O)NCCc2nnc3ccc(NCCCN4CCOCC4)nn23)cc1
[57] Cc1nc2ccccn2c1-c1csc(Nc2cccc(O)c2)n1
[58] O=C(NCc1ccccn1)c1ccc(OC2CCN(Cc3ccc(F)cc3F)CC2)cc1
Screen / compound no.	49	50	51	52	53	54	55	56	57	58
Giardia FBPA inh	-4%	·	5%	·	-5%	·	-3%	-3%	1%	7%
HCMV inh	101	-38	1	2	-40	10	-13	10	?	?
AMA1-RON2 inh	5%	36%[activator]	-3%	-7%	5%	37%[activator]	23%	2%	-5%	-3%
AmpC inh detg	?	·	-1%	?	?	·	?	?	-6%	-5%
AmpC no deterg	-12%	-39%	-9%	-3%	-33%	95%[activator]	104%[activator]	-9%	11%	100%[activator]
CHX counter	-4	·	9	·	1	·	-2	-4	2	19
Shiga inhibitor	-10	·	-6	·	6	·	-3	-8	32	1
